POLI inh = inhibitors of human DNA polymerase iota; Q9UNA4; Pol iota fluorescent replication assay, 10 min; Potency, µM (series often up to 115 µM), inactives show top-dose activity, negative = inhibition, usual class: inhibitors; actives 1% (n = 390,000); AID 588590
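Fluorescent replication assay read twice, at 0 min and 10 min after adding 50 nM (final) substrate. Enzyme (10 nM) and compounds were first incubated 15 min at room temperature; enzyme-free buffer wells were negative controls.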
Pol eta inh = inhibitors of human DNA polymerase eta. Q9Y253. recombinant Pol eta, fluorescent DNA replication assay. Potency, µM (series often up to 114 µM), for the others: top-dose activity change, negative = inhibition, hits mostly inhibitors. actives 1.2% (n = 390,000). AID 588591; note: % is set by controls: 0 for no effect and ±100 for the full control effect
Target sequence (Q9Y253 whole entry, looked up): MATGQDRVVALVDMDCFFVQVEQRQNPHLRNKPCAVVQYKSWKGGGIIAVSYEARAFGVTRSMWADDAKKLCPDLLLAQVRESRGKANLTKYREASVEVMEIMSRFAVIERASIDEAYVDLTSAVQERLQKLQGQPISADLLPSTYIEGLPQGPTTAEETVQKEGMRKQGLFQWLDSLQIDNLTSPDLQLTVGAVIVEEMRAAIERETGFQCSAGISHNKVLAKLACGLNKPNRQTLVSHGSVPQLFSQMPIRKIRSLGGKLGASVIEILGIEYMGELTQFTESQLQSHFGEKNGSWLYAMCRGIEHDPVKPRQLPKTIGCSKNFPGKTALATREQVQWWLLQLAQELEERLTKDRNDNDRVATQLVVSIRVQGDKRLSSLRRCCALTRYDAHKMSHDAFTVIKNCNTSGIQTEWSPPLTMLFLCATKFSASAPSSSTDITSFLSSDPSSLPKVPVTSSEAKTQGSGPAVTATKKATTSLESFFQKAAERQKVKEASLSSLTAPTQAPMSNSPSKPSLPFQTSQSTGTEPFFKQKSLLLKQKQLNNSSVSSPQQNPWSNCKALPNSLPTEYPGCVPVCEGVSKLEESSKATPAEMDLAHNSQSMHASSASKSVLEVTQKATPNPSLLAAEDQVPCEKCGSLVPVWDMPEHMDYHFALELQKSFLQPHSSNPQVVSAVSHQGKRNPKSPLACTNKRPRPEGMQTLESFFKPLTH
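Pol eta (10 nM) was preincubated with compounds for 15 min at room temperature, after which fluorescent replication substrate (50 nM final) was added to start the reaction. Fluorescence was read kinetically at 0 and 10 min.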
Pol kappa inh = blocks human DNA polymerase kappa activity; Q9UBT6; Potency, µM (series often up to 107 µM), for inactives: at the highest dose activity, negative = inhibition, actives largely listed as inhibitors; actives 0.53% (n = 400,000); purified Pol kappa, fluorescent DNA synthesis assay, 10 min; AID 588579; note: % is set by controls: 0 for no effect and ±100 for the full control effect
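Here, compound and 10 nM enzyme are combined for 15 min at room temperature; adding 50 nM substrate (final) starts DNA synthesis, tracked by fluorescence at 0 and 10 min against buffer-only wells.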
APEX1 inh = APE1 (human) endonuclease inhibition. P27695. recombinant APE1, TAMRA/BHQ-2 abasic DNA cleavage fluorescence. Potency, µM (series often up to 65.8 µM), inactives show at the highest dose activity change, negative = inhibition, most hits filed as inhibitors. actives 0.35% (n = 350,000). AID 2517;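 note: plate controls were vehicle for no effect and reference inhibitor for full effect; nearly all actives have a fitted effect of over 55% in size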
Target sequence (P27695 whole entry, looked up): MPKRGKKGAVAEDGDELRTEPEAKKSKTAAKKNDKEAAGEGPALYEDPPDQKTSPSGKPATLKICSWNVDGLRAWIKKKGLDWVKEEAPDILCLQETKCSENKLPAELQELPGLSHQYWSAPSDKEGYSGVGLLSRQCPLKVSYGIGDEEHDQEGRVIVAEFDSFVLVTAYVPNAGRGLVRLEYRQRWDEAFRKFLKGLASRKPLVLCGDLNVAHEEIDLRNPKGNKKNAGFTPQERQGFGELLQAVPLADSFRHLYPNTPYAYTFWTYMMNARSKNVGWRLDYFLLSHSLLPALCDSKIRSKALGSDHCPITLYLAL
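Step 1: APE1 (0.75 nM) with compound, 15 min RT. Step 2: add 50 nM fluorophore/quencher THF duplex. Step 3: three fluorescence reads 60 s apart (525/598 nm); read 3 minus read 1 = reaction progress.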
JMJD2A Tudor = inhibitors of human JMJD2A Tudor domain | O75164 | AlphaScreen JMJD2A-Tudor / H3K4me3 peptide binding | Potency, µM (titrated, usually from 114 µM), inactives show at the top dose activity change, negative = inhibition, actives largely listed as inhibitors | actives 4.4% (n = 390,000); note: % is set by controls: 0 for no effect and ±100 for the full control effect; nearly all actives have a fitted effect of over 50% in size
G9a inh = G9a (human) methyltransferase inhibition; Q96KQ7; G9a H3K9 monomethylation, AlphaScreen, 2 h; Potency, µM (titrated, usually from 102 µM), inactives show top-dose activity, negative = inhibition, most hits filed as inhibitors; actives 8.8% (n = 350,000); AID 504332; note: % is set by controls: 0 for no effect and ±100 for the full control effect; nearly all actives have a fitted effect of over 75% in size
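Using a bead-based AlphaScreen, monomethylated H3K9 product from 2 h room-temperature reactions (G9a 20 nM, peptide 500 nM, SAM 20 uM) was detected with 0.5 ug/mL rabbit anti-H3K9me1 antibody.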
BLM inh = inhibitors of human Bloom syndrome helicase BLM | recombinant BLM DNA unwinding, fluorescence dequenching | P54132 | actives 0.2% (n = 350,000) | Potency, µM (doses to about 56.1 µM), for inactives: top-dose activity change, negative = inhibition, usual class: inhibitors;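 note: plate controls were vehicle for no effect and no enzyme for full effect; nearly all actives have a fitted effect of over 35% in size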
BAZ2B block = BAZ2B (human) inhibition | actives 4.4% (n = 360,000) | AlphaScreen BAZ2B-H3K14Ac peptide displacement | Potency, µM (highest dose often 114 µM), for inactives: at the top dose activity change, negative = inhibition, most hits filed as inhibitors | AID 504333 | Q9UIF8; note: % is set by controls: 0 for no effect and ±100 for the full control effect; nearly all actives have a fitted effect of over 60% in size
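BAZ2B (50 nM) with biotin-H3(5-23)K14Ac peptide (50 nM) in PBS pH 7.4, 0.01% Tween-20, preformed 30 min, then compound 30 min at room temperature; top concentration 110uM. AlphaScreen streptavidin donor/nickel chelate acceptor beads (10 ug/mL final), 20 min dark, signal read.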
POLB inh = inhibitors of human DNA polymerase beta; Potency, µM (top dose mostly 114 µM), inactives show at the top dose activity change, negative = inhibition, hits mostly inhibitors; AID 485314; Pol beta primer extension/strand displacement, fluorescence kinetic; actives 1.3% (n = 340,000); P06746; note: % is set by controls: 0 for no effect and ±100 for the full control effect
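Pol beta (10 nM) and compounds were preincubated 15 min at room temperature, then 50 nM substrate (final) started primer extension/strand displacement. Reads were taken at 0 and 10 min; concentration-response data were fitted to a four-parameter Hill equation.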
* hit, by the source's call; ? = inconclusive; . = not tested or not shown; & = joins results of further samples; [ ] = remark or other dose. Calls come from the whole dose curve; as a rule, active = well fitted curve in the direction sought with a large enough effect; inconclusive = small, poorly fitted or top-dose-only effect, or another doubt; inactive = no such curve, though single readings can be large; an effect the other way counts as inactive or inconclusive. Potency is the fitted concentration of half-maximal effect. A portion of the library; the hit share may differ from the screen's.

SMILES	POLI inh	Pol eta inh	Pol kappa inh	APEX1 inh	JMJD2A Tudor	G9a inh	BLM inh	BAZ2B block	POLB inh
COc1cc(C=O)ccc1Oc1nnnn1-c1ccc(C(N)=O)cc1	1.3%[58.9 µM]	-8.1%	-23.9%	0.4%	-4.4%	0.2%[59 µM]	2.0%	-0.4%	-13.5%
O=C(O)CSc1nnc(-c2ccc(Cl)cc2Cl)n1-c1ccccc1	22.1%	-20.4%	0.7%	-12.6%	-10.3%	.	-1.1%	-2.9%	53.1%
CCC(C)(C)n1nnnc1C(c1ccccc1)N1CCN(C2CCCC2)CC1 (configuration not stated)	9.5%	-15.4%	-6.0%	-5.0%	-32.1%[11.4 µM]	19.4%[59 µM]	-0.5%	32.7%[activator]	-5.1%
Cc1cccc(-c2noc(-c3ccc(N4CCN(C)CC4)c([N+](=O)[O-])c3)n2)c1	2.2%	-18.2%	-0.6%	.	-10.3%	-27.2%[59 µM]	-4.6%	-1.4%	-15.6%
Cc1cccc(/C=N/NC(=O)c2cccc([N+](=O)[O-])c2)n1	-4.1%	-13.2%	8.0%	5.0%	-17.5%	18.9%	-0.3%	9.8%	3.5%
c1ccc(Sc2nc(N3CCCCC3)nc(N3CCCCC3)n2)nc1	14.2%	-24.4%	-14.4%	7.6%	-0.9%	36.2%[59 µM]	0.2%	1.4%	-0.1%
Cc1nc(C)c(C(=O)O)c(-c2cccs2)c1C(=O)O	19.2%	-13.4%	6.1%	3.5%	8.8%	-26.7%	-0.1%	-8.4%	12.7%
O=C(Cn1c(=O)c2cccn2c2cccnc21)N1CCN(c2ccccc2F)CC1	-14.4%	-14.4%	-4.9%	40.0%	-23.0%	17.9%	-5.7%	?	?
O=C(Nc1cccc2cccnc12)c1cccc2ccccc12	?	-13.3%&-5.4%	11.1%&-3.4%	29.3%	-3.4%&-6.4%	8.3%[59 µM]	-3.0%&-9.6%	-2.6%&-1.8%	-14.6%&3.3%
O=C(O)C1=CC2C=C(Cl)C=CC2OC1=O (configuration not stated)	-20.6%	-6.9%	-19.9%	.	-7.6%	.	.	.	.
COc1ccc(OCCCC(=O)Oc2ccc(OC)cc2)cc1	-1.9%	-5.7%	-3.1%	-6.2%	-6.3%	16.6%[12.7 µM]	-5.5%	-6.9%	2.1%
Cc1oc2nc(SCCCC(=O)NCCCO)nc(N)c2c1C	-21.2%	-18.7%	1.9%	6.1%	-10.3%	-23.3%[12.7 µM]	1.4%	-6.8%	?
CCc1cc(Br)ccc1N1C(=O)C2CC=CCC2C1=O (configuration not stated)	11.9%	-1.9%	-8.0%	3.2%	4.0%	?	-5.6%	35.6%[activator]	-6.6%
O=C(O)c1cccc(N2C(=S)N=C(Nc3ccccc3)C23CCCCC3)c1	-9.0%	5.7%	-1.5%	-2.8%	4.3%	-42.2%	-1.6%	-7.8%	11.2%
Cc1cccc(CCNC(=O)Cn2ncc3c(=O)oc4ccccc4c32)c1	?	-8.7%	-10.0%	.	-22.0%	-27.6%[59 µM]	-8.8%	.	-5.2%
CC1CCCN(C(=O)CCNC(=O)c2ccccc2Cl)C1 (configuration not stated)	12.9%	-16.4%	-7.3%	7.1%	-14.7%	.	1.6%	-4.3%	-1.0%
Cc1cc(C(=O)N/N=C/c2c(C)[nH]n(-c3ccccc3)c2=O)n[nH]1	1.4%	-9.3%	-7.1%	60.1%[activator]	50.1µM*	-7.0%	-1.3%	28.2µM*	-16.6%
CCN(CC)S(=O)(=O)c1ccc(N2CCOCC2)c(NC(=O)c2ccccc2F)c1	-11.3%	-6.2%	-7.7%	0.5%	-9.1%	10.4%	-1.5%	-14.3%	28.4%
COCCNC(=O)c1c(NC(=O)Cc2coc3cc(C)ccc23)sc2c1CCCC2	5.7%	-14.4%	12.0%	.	-13.9%	-35.4%[59 µM]	-9.9%	-17.3%	1.5%
COCCn1c(=O)c(-c2ccccc2)nc2cncnc21	.	.	-1.2%[60.1 µM]	0.1%	.	6.5%[0.501 µM]	-0.6%	.	.

Seven compounds from above, sorted by molar mass, lowest first:
SMILES	POLI inh	Pol eta inh	Pol kappa inh	APEX1 inh	JMJD2A Tudor	G9a inh	BLM inh	BAZ2B block	POLB inh
O=C(Nc1cccc2cccnc12)c1cccc2ccccc12	?	-13.3%&-5.4%	11.1%&-3.4%	29.3%	-3.4%&-6.4%	8.3%[59 µM]	-3.0%&-9.6%	-2.6%&-1.8%	-14.6%&3.3%
CC1CCCN(C(=O)CCNC(=O)c2ccccc2Cl)C1 (configuration not stated)	12.9%	-16.4%	-7.3%	7.1%	-14.7%	.	1.6%	-4.3%	-1.0%
COc1ccc(OCCCC(=O)Oc2ccc(OC)cc2)cc1	-1.9%	-5.7%	-3.1%	-6.2%	-6.3%	16.6%[12.7 µM]	-5.5%	-6.9%	2.1%
Cc1oc2nc(SCCCC(=O)NCCCO)nc(N)c2c1C	-21.2%	-18.7%	1.9%	6.1%	-10.3%	-23.3%[12.7 µM]	1.4%	-6.8%	?
O=C(O)CSc1nnc(-c2ccc(Cl)cc2Cl)n1-c1ccccc1	22.1%	-20.4%	0.7%	-12.6%	-10.3%	.	-1.1%	-2.9%	53.1%
COCCNC(=O)c1c(NC(=O)Cc2coc3cc(C)ccc23)sc2c1CCCC2	5.7%	-14.4%	12.0%	.	-13.9%	-35.4%[59 µM]	-9.9%	-17.3%	1.5%
CCN(CC)S(=O)(=O)c1ccc(N2CCOCC2)c(NC(=O)c2ccccc2F)c1	-11.3%	-6.2%	-7.7%	0.5%	-9.1%	10.4%	-1.5%	-14.3%	28.4%

Following part
SMILES	POLI inh	Pol eta inh	Pol kappa inh	APEX1 inh	JMJD2A Tudor	G9a inh	BLM inh	BAZ2B block	POLB inh
COC(=O)[C@@]1(Cc2ccc(F)cc2)[C@H]2c3cc(C(=O)N(C)C)n(CCSCCO)c3C[C@H]2CN1C(=O)c1ccccc1	-1.5%	-10.5%	-17.6%	2.3%&10.8%	-30.0%	?	-0.9%&2.9%	?	-4.0%
Cc1ccc(S(=O)(=O)N(C)C[C@@H]2Oc3c(NS(C)(=O)=O)cccc3C(=O)N([C@H](C)CO)C[C@@H]2C)cc1	15.0%	-9.8%	-0.2%	-9.5%	-2.1%	.	.	.	.
CCn1c(-c2ccc(C)cc2)n[nH]c1=S	-1.2%[58.9 µM]	14.2%	2.5%	0.7%	7.94µM*	1.26µM*	-0.5%	-23.8%	0.4%
O=C(O)CCC(=O)N(Cc1cccnc1)Cc1cccc(F)c1	24.2%	-8.1%	-3.0%	-5.6%	-12.7%	-4.3%[59 µM]	-0.2%	-0.5%	15.6%
O=C(CCNS(=O)(=O)c1ccccc1F)N1CCN(S(=O)(=O)c2cccc(F)c2)CC1	67.5%[activator]	-19.5%	1.8%	5.0%	-8.2%	-3.0%	.	33.0%[activator]	.
CCOC(=O)c1c(C)[nH]c(C(=O)OCC(=O)NCc2ccc(C)cc2)c1C	?	1.7%	-19.2%	1.1%	-2.7%	17.8%[12.7 µM]	.	-4.0%	.
Cc1ccc(S(=O)(=O)N2CCCCC2)cc1NC(=O)CCN1C(=O)C2CC=CCC2C1=O (configuration not stated)	9.9%	-7.1%	-12.7%	29.9%	-15.8%	16.0%[12.7 µM]	.	-1.5%	.
CC(C)CSc1n[nH]c(N)n1	78.2%[activator]	-15.8%	-9.2%	18.0%	-13.8%	12.8%	-0.3%	-7.1%	30.5%
COc1ccc(-c2nc(SCc3ccccc3)n(C(=O)c3ccco3)n2)cc1	-4.9%	-6.0%	-0.6%	0.7%	4.4%	11.6%[59 µM]	-0.1%	4.4%	3.6%
Cc1csc(CN(C)C(=O)C2CCC(=O)N(Cc3ccc(Cl)cc3)C2)n1 (configuration not stated)	36.8%[activator]	-12.5%	4.8%	5.7%	-7.5%	28.0%	0.2%	1.2%	4.3%
COCc1ccc(CN2CCC(Oc3ccc(C(=O)NCc4ccccn4)cc3)CC2)o1	15.4%	-18.1%	0.2%	24.7%	-14.5%	?	1.0%	0.5%	20.4%
COc1ccc(CCNC(=O)CN2C(=O)COc3ccc(S(=O)(=O)N4CCOCC4)cc32)c(OC)c1	8.6%	-12.1%	-8.2%	0.2%	-5.3%	32.3%	2.8%	-0.9%	-2.8%
Cn1cccc1/C=C1\CC(C(C)(C)C)C/C(=C\c2cccn2C)C1=O (configuration not stated)	16.5%	-11.7%	0.4%	1.0%	39.8µM*	?	-20.4%	28.2µM*	18.7%
O=C(Nc1cccc(Br)c1)Nc1nc2c(s1)CCCCCC2	-29.4%	0.8%	-8.8%[60.1 µM]	.	-7.7%	-19.8%[59 µM]	-3.1%	0.7%	-17.2%
COc1ccc(NC2CCCN(C(=O)CCN3CCCC3=O)C2)cc1 (configuration not stated)	13.5%	-0.8%	-0.2%	13.9%	-13.0%	15.8%	-2.9%	-15.1%	-0.4%
CCOC(=O)Cc1csc(NC(=O)COc2ccc3c(c2)CCC3)n1	8.1%	-9.0%	3.1%	9.5%	-3.7%	67.7%	-4.7%	-1.8%	-9.5%
COc1cc2oc(=O)c3c(c2cc1OCC(=O)c1c(C)n(C)c2ccccc12)CCCC3	-6.4%	-7.4%	-2.0%	3.2%	-13.2%	-6.7%	0.7%	0.2%	-16.9%
COc1ccc(CNc2ccc(N3CCOCC3)cc2)cc1	22.6%	?	-10.9%	1.3%	?	.	-5.6%	-11.3%	13.8%
Nc1ncnc(NCc2ccccc2)c1[N+](=O)[O-]	20.5%	2.3%	-12.5%	3.3%	3.5%	-3.0%[59 µM]	-1.1%	4.3%	13.0%
COc1ccc(N2CCN(C(=O)c3ccc(CS(=O)Cc4ccc(C)cc4)o3)CC2)cc1 (configuration not stated)	24.0%	-10.1%	-1.4%	-13.1%	-26.3%	?	1.1%	?	?
CC(C)CNC(=O)NC(=O)COc1ccc(C=O)cc1	7.7%	1.2%	-10.8%	-1.8%	1.3%	3.6%[59 µM]	4.3%	?	25.3%
CCOC(=O)c1c(-c2cccs2)csc1NC(=O)CN1CC(C)OC(C)C1 (configuration not stated)	?	-13.5%	-8.1%	-3.1%	2.7%	-9.1%[59 µM]	-7.6%	-3.4%	0.0%

Screening data from PubChem.
